# High-throughput results as filed in PubChem.
# N370S GC mod = inhibitors or activators of N370S glucocerebrosidase for Gaucher disease; N370S GC spleen homogenate, 4MU-glucoside fluorescence; 330,000 tested, 0.092% active; P04062; Potency, µM (top dose mostly 59.4 µM), for inactives: top-dose activity change, negative = inhibition, usual class: inhibitors; AID 2101;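 note: 0% = full enzyme activity and -100% = no enzyme basal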
# TDP1 inh = inhibitors of human tyrosyl-DNA phosphodiesterase TDP1. recombinant TDP1, AlphaScreen DNA substrate cleavage. Potency, µM (highest dose often 130 µM), without a hit: at the top dose activity change, negative = inhibition, hits mostly inhibitors. 350,000 tested, 0.28% active. AID 485290; note: nearly all actives have a fitted effect of over 40% in size
# Target sequence (Q9NUW8 whole entry, looked up): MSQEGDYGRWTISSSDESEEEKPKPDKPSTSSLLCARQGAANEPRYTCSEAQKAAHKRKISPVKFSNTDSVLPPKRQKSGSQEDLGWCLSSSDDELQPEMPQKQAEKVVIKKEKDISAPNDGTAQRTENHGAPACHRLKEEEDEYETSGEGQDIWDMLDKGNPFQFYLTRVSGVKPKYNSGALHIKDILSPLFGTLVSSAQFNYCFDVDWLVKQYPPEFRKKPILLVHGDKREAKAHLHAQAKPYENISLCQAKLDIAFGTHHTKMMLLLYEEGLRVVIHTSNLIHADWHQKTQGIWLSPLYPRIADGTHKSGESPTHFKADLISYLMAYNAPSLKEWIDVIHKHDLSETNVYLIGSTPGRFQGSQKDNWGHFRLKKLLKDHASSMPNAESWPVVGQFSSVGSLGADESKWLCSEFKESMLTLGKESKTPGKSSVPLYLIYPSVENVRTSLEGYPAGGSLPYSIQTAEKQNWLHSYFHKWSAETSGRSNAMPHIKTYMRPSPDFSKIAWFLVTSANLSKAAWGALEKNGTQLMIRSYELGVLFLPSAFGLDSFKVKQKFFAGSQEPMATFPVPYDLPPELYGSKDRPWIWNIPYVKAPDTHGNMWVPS
#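 Recombinant E. coli-expressed Tdp1 (1 nM) preincubated with compound 15 min at RT, then 5'-biotin/3'-phosphotyrosine-FITC DNA substrate (15 nM) added for 5 min. AlphaScreen beads (10 ug/ml) added, 10 min RT; tyrosine-FITC cleavage read as signal loss.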
# FEN1 inhibitor = human FEN1 inhibition; P39748; Recombinant FEN1 flap cleavage, fluorescence, 15 min; Potency, µM (series often up to 114 µM), without a hit: at the top dose activity change, negative = inhibition, usual class: inhibitors; 390,000 tested, 0.35% active; AID 588795; note: nearly all actives have a fitted effect of over 65% in size
# Target sequence (P39748 whole entry, looked up): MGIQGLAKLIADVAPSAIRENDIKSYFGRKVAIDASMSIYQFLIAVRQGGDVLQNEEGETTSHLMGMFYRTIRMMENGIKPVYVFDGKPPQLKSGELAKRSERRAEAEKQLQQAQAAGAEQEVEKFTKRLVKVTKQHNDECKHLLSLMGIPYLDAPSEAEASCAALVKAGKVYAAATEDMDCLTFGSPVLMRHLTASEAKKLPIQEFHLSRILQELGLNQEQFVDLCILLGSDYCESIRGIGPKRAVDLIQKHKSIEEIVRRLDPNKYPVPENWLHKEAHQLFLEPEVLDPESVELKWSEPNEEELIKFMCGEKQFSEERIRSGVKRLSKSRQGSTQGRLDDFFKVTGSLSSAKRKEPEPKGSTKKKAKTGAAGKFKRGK
#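 Nuclease activity of 10 nM FEN1 was measured after 15 min of room-temperature exposure to titrated compounds, by adding 50 nM flap substrate and reading plates at 0 and 15 min.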
# * hit, by the source's call; ? = inconclusive; . = not tested or not shown; & = joins results of further samples; [ ] = another dose, or the depositor's remark. Calls come from the whole dose curve; as a rule, active = well fitted curve in the direction sought with a large enough effect; inconclusive = small, poorly fitted or top-dose-only effect, or another doubt; inactive = no such curve, though single readings can be large; an effect the other way counts as inactive or inconclusive. Unless noted, % is set by controls: 0 for no effect and ±100 for the full control effect; potency is the fitted concentration of half-maximal effect.
1. CCOC(=O)NC(=O)CSc1nnc(C)s1
2. Cc1ccc(CN2CCN(/N=C/c3sccc3C)CC2)c(C)c1
3. Cc1c(C#N)c2ccccc2n1CC(=O)N1CCc2ccccc2C1
4. COc1ccc(NC(=O)CSCC(=O)N2CCN(C(=O)c3ccco3)CC2)cc1
5. COc1ccc(-c2csc(N(CCCN3CCOCC3)C(=O)CCl)n2)cc1
6. CCC(=O)N1CCN(c2ccc(NC(=O)c3ccc(C#N)cc3F)cc2Cl)CC1
7. COc1ccc(Cl)cc1NC(=O)CSc1nc(-c2ccco2)cc(C(F)(F)F)n1
8. O=c1cc(CN2CCC(Cc3ccccc3)CC2)nc2sccn12
Screen / compound no.,1,2,3,4,5,6,7,8
N370S GC mod,-9.7%,5.3%,-4.1%,.,-9.1%,-13.2%,.,-5.9%
TDP1 inh,6.8%,8.1%,2.1%,1.5%,.,0.0%,-3.2%,0.0%
FEN1 inhibitor,-1.3%,-16.1%,-11.1%,18.2%,5.8%,3.2%,-21.8%,0.8%

9. Cc1cccc(NS(=O)(=O)c2ccc([N+](=O)[O-])cc2)n1
10. COc1ccc([C@H]2CC(=O)C=C(c3ccc4c(c3)OCO4)C2)cc1OC
11. Cc1csc(N(C(=O)c2ccccc2F)c2ccccc2)n1
12. O=C(CSc1ncccn1)NN=C1CCCCCC1
13. Cc1ccc(C(=O)Cn2c(C(=O)O)cc3ccccc32)cc1
14. CCOC(=O)CSC1=C(C#N)C(c2ccc3c(c2)OCO3)CC(=O)N1 (stereo not given)
15. COC(=O)c1ccc(/C=N/NC(=S)NCCN2CCOCC2)cc1
16. N/C(=N\OC(=O)c1cccc(Br)c1)c1ccc(Br)cc1
Screen / compound no.,9,10,11,12,13,14,15,16
N370S GC mod,-15.1%,.,-3.0%,-1.4%,-1.7%,-2.5%,15.0%,3.2%
TDP1 inh,.,5.3%,2.5%,2.6%,5.3%,7.1%,0.6%,5.9%
FEN1 inhibitor,1.5%,-5.9%,-2.7%,5.7%,13.1%,-2.6%,-3.2%,4.7%

17. CCN(C(=O)CN1C(=O)NC(c2ccccc2)(c2ccc(C)c(C)c2)C1=O)C1CCS(=O)(=O)C1 (stereo not given)
18. CC(=O)c1c(C)[nH]c(C(=O)OCCCCN2C(=O)c3ccccc3C2=O)c1C
19. CC(Sc1nc(C(C)(C)C)cc(-c2ccccc2)c1C#N)C(=O)Nc1ccccc1 (stereo not given)
20. O=S(=O)(c1ccc(-c2ccccc2)cc1)N1CCCCC1
21. COc1cccc(CNC(=O)CCC2CCCN(C(=O)c3csc(C(C)C)n3)C2)c1 (stereo not given)
22. COc1cc(N=C2C(=O)N3CCCc4cccc2c43)cc(OC)c1
23. CN(C)c1ccc(C(c2nnnn2C(C)(C)C)N2CCN(C(=O)c3ccco3)CC2)cc1 (stereo not given)
24. COc1ccc(N2CC(NC(=O)c3ccc(OC(C)C)cc3)CC2=O)cc1 (stereo not given)
Screen / compound no.,17,18,19,20,21,22,23,24
N370S GC mod,.,-14.3%,13.7%,10.6%,1.6%,-2.3%,-4.4%,.
TDP1 inh,1.8%,1.0%,2.7%,.,2.7%,4.7%,2.0%,5.2%
FEN1 inhibitor,-8.2%,-23.5%,-15.3%,13.1%,-3.9%,-13.6%,-0.1%,-3.5%

25. COc1ccc(CC(=O)OCC(=O)NCc2ccco2)cc1
26. COc1ccc(C(=O)COC(=O)c2cnc(C)cn2)cc1OC
27. O=Nc1c(O)n(Cc2ccccc2)c2ccccc12
28. CN(C)CCCNC(=O)c1ccc(=O)[nH]n1
29. Cc1c(C(=O)NCCSCc2ccc(Cl)cc2Cl)cccc1[N+](=O)[O-]
30. Cc1ccc(NC(=O)CC2NCCN(Cc3ccccc3)C2=O)cc1 (stereo not given)
31. CC1CC(=O)Nc2ccccc2N1S(=O)(=O)c1ccc(Cl)cc1 (stereo not given)
32. COc1ccc(C(=O)OCC(=O)N2CCN(C(=O)c3ccco3)CC2)cc1OC
Screen / compound no.,25,26,27,28,29,30,31,32
N370S GC mod,-1.4%,.,4.5%,-4.3%,-6.4%,-2.7%,3.5%,.
TDP1 inh,.,0.5%,.,-12.4%,2.0%,2.9%,1.4%,0.6%
FEN1 inhibitor,3.4%,17.0%,-13.9%,-4.1%,0.6%,0.5%,18.6%,9.6%

33. CC(C)c1ccc2c(c1)NC(c1ccncc1)=NC(c1cccs1)=N2
34. O=S(=O)(NCc1ccccn1)c1cc(Cl)ccc1Cl
35. CSc1nc(-c2ccccc2)ccc1C(N)=O
36. C/C(=N\Nc1nc(C)cc(-c2ccccc2)n1)c1ccc(F)cc1
37. CC(Oc1ccc(F)cc1)C(=O)NCC1(N(C)C)CCCCC1 (stereo not given)
38. CCC(C)N(NC(C)=O)c1nc(Cl)nc(NC(C)C)n1 (stereo not given)
39. O=C(O)/C=C/c1cnc[nH]1
40. O=C(O)CNC(=O)CCn1nnc2ccccc2c1=O
Screen / compound no.,33,34,35,36,37,38,39,40
N370S GC mod,.,-5.8%,3.0%,-1.1%,.,16.5%,-0.8%&-2.0%,0.8%
TDP1 inh,7.0%,2.8%,2.2%,.,-5.7%,-2.0%,6.6%[56.1 µM],.
FEN1 inhibitor,-7.3%,-15.5%,6.6%,22.6%,-5.2%,2.2%,-5.5%,2.0%

41. CCOC(=O)C1=C(CC)Nc2ccccc2N=C1NC(=O)c1cc(C)on1
42. CCC(=O)NNC(=S)NC(=O)c1ccc(C)cc1
43. N#Cc1ccccc1S(=O)(=O)N1CCN(CC(O)CN2CCOCC2)CC1 (stereo not given)
44. O=C(Nc1nc2ccccc2s1)Nc1ccc(F)cc1F
45. CCc1ccc(C(=O)C(C)OC(=O)Cn2[nH]c(=O)c3ccccc3c2=O)cc1 (stereo not given)
46. COc1ccc(Nc2ncc(C(=O)Nc3cccc(Cl)c3)c3ccccc23)cc1
47. O=C(Cn1cc([N+](=O)[O-])cn1)NCC1CCCO1 (stereo not given)
48. Cc1cc(C(=O)CSc2nnnn2-c2ccc(Cl)cc2)c(C)n1CC1CCCO1 (stereo not given)
Screen / compound no.,41,42,43,44,45,46,47,48
N370S GC mod,.,7.9%,.,-9.6%,.,.,0.4%,-0.1%
TDP1 inh,0.2%,3.7%,3.9%,0.3%,-0.3%,-5.9%,3.4%,2.6%
FEN1 inhibitor,14.8%,-2.1%,-3.7%,18.5%,13.9%,?,6.1%,-5.4%

49. O=C(CSc1ccc2ccccc2n1)NCc1ccc2c(c1)OCO2
50. Cc1ccc(CN2CCN(Cc3cnc(C)[nH]3)CC2CCO)cc1 (stereo not given)
51. CCN1CCN(CC2CC3C=CC2C3)CC1 (stereo not given)
52. CCOC(=O)C1(CCCc2ccccc2)CCN(C(=O)Cc2nonc2C)CC1
53. CCOc1ccc(/C=N/NC(=O)Cn2ccnc2C)cc1
54. CCc1ccc(C2C(C#N)=C(N)OC3=C2C(=O)CCC3)s1 (stereo not given)
55. COc1ccc(CNC(=O)/C=C/c2ccc(OCCCF)cc2)cc1
56. O=C(COc1ccccc1Cl)NCCCNC(=O)c1ccccn1
Screen / compound no.,49,50,51,52,53,54,55,56
N370S GC mod,18.0%,-1.0%,5.8%,-13.5%,-3.4%,26.2%,4.9%,2.1%
TDP1 inh,-5.9%,3.6%,-7.7%,0.0%,.,-5.1%,-2.0%,8.8%
FEN1 inhibitor,8.5%,20.1%,3.9%,0.6%,-2.9%,-13.7%,-8.1%,-4.9%

57. Cc1nn(-c2ccccc2)c(Cl)c1C(=O)NCC1CCCO1 (stereo not given)
58. CN(C)c1oc(-c2ccc(OCc3ccc(Cl)cc3)cc2)nc1C#N
59. CCCn1c(=O)c(Br)cn(-c2ccccc2C)c1=O
60. Cc1cccc(C)c1NC(=S)NC(C)(C)CO
61. COc1ccc(C(=O)NC(=S)Nc2cc(C)ccn2)cc1[N+](=O)[O-]
62. COc1ccc(NC(=O)C2CCCC2)cc1S(=O)(=O)N1CCOCC1
63. Nc1nc(NCc2ccco2)nc(Nc2ccc(F)cc2)c1[N+](=O)[O-]
64. COc1ccc(CCNC(=O)COc2ccc(-c3ccccc3)cc2)cc1OC
Screen / compound no.,57,58,59,60,61,62,63,64
N370S GC mod,.,3.5%,-1.3%,-2.3%,5.6%,.,?,25.0%
TDP1 inh,0.1%,0.0%,.,.,-1.1%,0.1%[56.1 µM],2.6%,2.6%
FEN1 inhibitor,3.8%,-17.8%,0.3%,35.9%[activator],2.7%,2.3%,-2.6%,-8.1%

# In the list so far, these contain fluorine:
6. CCC(=O)N1CCN(c2ccc(NC(=O)c3ccc(C#N)cc3F)cc2Cl)CC1
7. COc1ccc(Cl)cc1NC(=O)CSc1nc(-c2ccco2)cc(C(F)(F)F)n1
11. Cc1csc(N(C(=O)c2ccccc2F)c2ccccc2)n1
36. C/C(=N\Nc1nc(C)cc(-c2ccccc2)n1)c1ccc(F)cc1
37. CC(Oc1ccc(F)cc1)C(=O)NCC1(N(C)C)CCCCC1 (stereo not given)
44. O=C(Nc1nc2ccccc2s1)Nc1ccc(F)cc1F
55. COc1ccc(CNC(=O)/C=C/c2ccc(OCCCF)cc2)cc1
63. Nc1nc(NCc2ccco2)nc(Nc2ccc(F)cc2)c1[N+](=O)[O-]
Screen / compound no.,6,7,11,36,37,44,55,63
N370S GC mod,-13.2%,.,-3.0%,-1.1%,.,-9.6%,4.9%,?
TDP1 inh,0.0%,-3.2%,2.5%,.,-5.7%,0.3%,-2.0%,2.6%
FEN1 inhibitor,3.2%,-21.8%,-2.7%,22.6%,-5.2%,18.5%,-8.1%,-2.6%

# Going on with the list.
65. COc1ccc(-n2nnnc2SCC(=O)N(C)C2CCS(=O)(=O)C2)cc1 (stereo not given)
66. COc1ccc(S(=O)(=O)N2CCOCC2)cc1NC(=O)Cc1coc2cc(C)ccc12
67. CCCCNCCOCCOc1ccc(C)cc1Br
68. NC(N)=N/N=C/c1ccc(Cl)cc1Cl
69. CCOc1ccc(C(=O)NCC(=O)OCc2nnc(-c3ccccc3)o2)cc1OCC
70. CCOc1ccc(NC(=O)CN(C)C(=O)CCNC(=O)c2ccco2)cc1OCC
71. COC(=O)c1ccc2nc(NC(=O)C3CCCCC3)sc2c1
72. CCOC(=O)c1[nH]c(C)c(CCC(=O)NCc2ccc(OCC)cc2)c1C
Screen / compound no.,65,66,67,68,69,70,71,72
N370S GC mod,.,-10.7%,-18.3%,-16.2%,.,.,5.3%,.
TDP1 inh,2.2%,-2.7%,-5.3%,0.0%,-0.2%,-0.1%,4.8%,8.1%
FEN1 inhibitor,0.0%,13.5%,-3.8%,-6.6%,3.0%,-4.8%,36.8%[activator],-7.5%

73. CCN(c1ccccc1)S(=O)(=O)c1ccc(Cl)c(NC(=O)CN2C(=O)NC3(CCCC3)C2=O)c1
74. CCC(C)(C)NC(=O)C(c1ccc(OC)cc1)N(C(=O)CCC(=O)Nc1cc(C)on1)c1ccc2c(c1)OCO2 (stereo not given)
75. COc1ccc(-c2cc(C(=O)Nc3ccc4c(c3)OCO4)no2)cc1
76. O=[N+]([O-])c1ccccc1S(=O)(=O)NCc1ccc(F)cc1
77. CCOC(Cn1c(-c2ccc(OC)cc2)nc2ccccc21)OCC
78. COc1ccc(-c2nnc(SCC(=O)Nc3ccccc3)n2C)cc1
79. N#CC1=C(SCC(=O)NC23CC4CC(CC(C4)C2)C3)NC(=O)C(C#N)C12CCCCC2 (stereo not given)
80. O=C(NCc1ccccc1Cl)C1(S(=O)(=O)c2ccc(Cl)cc2)CC1
Screen / compound no.,73,74,75,76,77,78,79,80
N370S GC mod,5.4%,-15.0%,4.7%,-2.8%,.,-0.8%,18.7%,0.3%
TDP1 inh,2.5%,5.8%,0.0%&-2.7%,2.5%,0.0%,-5.3%,4.9%,3.8%[0.0935 µM]
FEN1 inhibitor,14.5%,-13.1%,3.5%&-2.7%,-1.8%,-13.8%,7.2%,-17.1%,-19.4%

81. COc1ccc(C(=O)CSc2nn3c(=O)c(C(C)(C)C)nnc3s2)cc1
82. COc1ccc(N(C(=O)CNC(=O)c2cccs2)C(C(=O)NC2CCCC2)c2cccnc2)cc1 (stereo not given)
83. CCCCN1C(=O)c2ccc(C(=O)NC3(C)CCS(=O)(=O)C3)cc2C1=O (stereo not given)
84. COc1ccc(N2CCCCn3c2nc2c3c(=O)[nH]c(=O)n2C)cc1
Screen / compound no.,81,82,83,84
N370S GC mod,?,-7.5%,.,2.7%
TDP1 inh,1.6%,-1.2%,0.6%,2.2%
FEN1 inhibitor,-12.1%,9.4%,7.3%,-6.7%
